TNAP activators – stimulation of alkaline phosphatase TNAP activity – biochemical, luminescent, no phosphate acceptor, uHTS, primary screen (AID 1001). purified TNAP, luminescent activation assay, no phosphate acceptor; higher activation fold means a stronger effect. actives 0.03% (n = 200,000). one-dose activation fold at 20 µM; EC50 in µM for titrated hits; in the data active = activation fold from about 3, or a potency from the dose series; inactive = the rest, 99 in 100 with activation fold below about 1.6; also: many of its hits are not listed in these tables
HEK293 NOD2/NF-kB – NOD2 signaling inhibitors, cell-based, luminescence, uHTS, HEK293 (AID 1566); HEK293 NOD2/NF-kB luciferase reporter, luminescence; higher % means a stronger effect; one-dose inhibition, % at 4 µM; EC50 in µM for titrated hits; actives 0.63% (n = 290,000); also: many of its hits are not listed in these tables
LYP inhibition – inhibitors of LYP phosphatase, biochemical, fluorescence intensity, uHTS (AID 1779) | inhibition, % at 11.5 µM; hits with a dose series show IC50 in µM | actives 0.054% (n = 290,000) | recombinant LYP phosphatase, fluorescence intensity; higher % means a stronger effect;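 also: plate controls were vehicle with enzyme for no effect and no enzyme for full effect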
XIAP displacement – small molecules displacing peptide from XIAP – biochemical, IAP family, fluorescence polarization (AID 1018) | XIAP BIR domain, fluorescence polarization peptide displacement; higher % means a stronger effect | displacement, % at 20 µM; hits with a dose series show IC50 in µM | actives 0.007% (n = 200,000); in the data active = displacement above about 50%; also: a part of the inactive calls stands beside numbers as strong as those of hits
NOD1 NF-kB reporter – inhibition of NOD1-driven NF-kB reporter – cell-based, luminescence, uHTS, primary screen (AID 1578) | NOD1-driven NF-kB luciferase reporter cells, luminescence; higher % means a stronger effect | inhibition, % at 4 µM; hits with a dose series show EC50 in µM | actives 1% (n = 290,000); in the data active = inhibition mostly above about 36%, no sharp cut-off; inactive = mostly below about 34%;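 also: HEK-293T reporter cells stimulated with the NOD1 agonist gamma-tri-DAP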
KOR beta-arrestin-1 – KOR agonists, beta-arrestin recruitment, primary screen, cell-based, luminescence, uHTS (AID 1777); one-dose activation, % at 10 µM; EC50 in µM for titrated hits; actives 0.02% (n = 280,000); KOR beta-arrestin recruitment, luminescence; higher % means a stronger effect; in the data active = activation above about 50%, passing the limit was not always enough; also: a part of the inactive calls stands beside numbers as strong as those of hits
PMI inhibitors – MPI enzyme activity inhibition – biochemical, fluorescence intensity, coupled assay, primary screen (AID 1209); purified PMI enzyme, coupled fluorescence intensity; higher % means a stronger effect; inhibition, % at 20 µM; hits with a dose series show IC50 in µM; actives 0.42% (n = 190,000);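 also: plate controls were DMSO vehicle for no effect and wells lacking substrate for full effect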
KOR beta-arrestin-2 – kappa opioid receptor blockers – cell-based, luminescence, uHTS (AID 1778); inhibition, % at 10 µM; hits with a dose series show IC50 in µM; KOR beta-arrestin recruitment, luminescence, antagonist mode; higher % means a stronger effect; actives 0.091% (n = 290,000); also: strong numbers were not always called active
PMI inhibition – human PMI inhibitors, high substrate, primary screen, biochemical, fluorescence intensity, high mannose 6-phosphate (AID 1220). inhibition, % at 20 µM, or IC50 in µM where a hit was titrated. recombinant PMI enzyme, coupled fluorescence intensity; higher % means a stronger effect. actives 0.66% (n = 190,000)
Active calls of the source: *; · = no result given; [ ] = remark or other dose. Rule as the data show it, unless noted: active = inhibition above about 50%; inactive = the rest.

SMILES	TNAP activators	HEK293 NOD2/NF-kB	LYP inhibition	XIAP displacement	NOD1 NF-kB reporter	KOR beta-arrestin-1	PMI inhibitors	KOR beta-arrestin-2	PMI inhibition
CCN(CC)c1ccc(C=N/C(C#N)=C(\N)C#N)cc1	1.1	-57.5%	-3.9%	-12.9%	-96.5%	1.1%	8.0%	8.6%	6.2%
CCSc1nnc(-c2cccc(S(=O)(=O)N(CC)CC)c2)n1Cc1ccccc1	1.1	13.4%	-7.7%	-5.7%	11.0%	-4.7%	13.6%	-3.1%	13.1%
NC(=O)c1nsc(C(=O)N(Cc2ccco2)C(C(=O)NCC2CCCO2)c2ccc(F)cc2)c1N (stereo not given)	·	8.7%	-14.4%	·	-28.4%	-3.8%	·	-26.0%	·
CCSc1nnc([C@H](Cc2ccccc2)NC(=O)OC(C)(C)C)o1	1	2.5%	-5.3%	-3.4%	-10.9%	-0.2%	8.9%	17.3%	13.7%
COc1cccc(NS(=O)(=O)CC23CCC(CC2=O)C3(C)C)c1 (stereo not given)	1.2	-13.7%	-9.8%	1.1%	-19.3%	-5.2%	9.7%	-24.4%	10.4%
CC(C)(C)n1nc2c(c1NC(=O)c1ccco1)CS(=O)C2 (stereo not given)	1.2	3.5%	-6.1%	-4.1%	-3.6%	-2.8%	-19.1%	-5.1%	-11.8%
O=C(Nc1cccnc1)c1ccc(Cl)c(Cl)c1	·	-6.4%	-10.2%	·	44.7%	-0.8%	·	-7.1%[20 µM]	·
COc1ccc(C(=O)CSc2nnc(-c3ccccc3)o2)cc1	1.1	-1.5%	-14.5%	-6.7%	-13.1%	-4.0%	-5.9%	-38.5%	-3.7%
CC1CCC(NS(=O)(=O)c2ccc3c(c2)CC(=O)N3)CC1 (stereo not given)	·	1.8%	-9.2%	·	-14.9%	10.6%	·	-39.8%	·
COc1ccccc1N1CCN(C(c2ccc(C)cc2)c2nnnn2C(C)C)CC1 (stereo not given)	1	6.2%	-1.2%	0.6%	-21.9%	-6.0%	-14.9%	-2.5%	-0.7%
CCOC(=O)C1=C(C)Nc2sc(C(=O)c3ccc(F)cc3)c(N)c2C1c1ccc(C(=O)OC)cc1 (stereo not given)	1.2	-17.7%	-2.6%	-2.0%	-10.4%	-2.1%	16.8%	6.5%	-1.5%
Cc1ccc(N(CC(O)Cn2c3ccccc3c3ccccc32)S(C)(=O)=O)c(C)c1 (stereo not given)	1.1	12.9%	-1.8%	-5.5%	-22.6%	2.9%	22.7%	-36.3%	23.4%
COc1ccccc1C(=O)Nc1nnc(S(=O)(=O)N2CCCCC2)s1	·	-2.5%	-9.9%	·	-60.0%	11.1%	·	-18.0%	·
CCCC(=O)c1cc(-c2nc3ccccc3n2C)n(C)c1	1.1	13.5%	-4.8%	-1.1%	-14.0%	0.5%	13.3%	19.5%	18.7%
Nc1ccccc1C(=O)Nc1cccc(C(=O)O)c1	1.1	-21.7%	-2.9%	-17.6%	9.5%	9.4%	6.9%	-23.0%	6.1%
COc1ccc(-c2noc(CN(C)S(=O)(=O)c3ccc(Cl)cc3)n2)cc1OC	1.1	-5.8%	-5.1%	-0.8%	-14.4%	0.5%	17.9%	7.0%	11.7%
CCC(CC)C(=O)Nc1nnc(S(=O)(=O)Nc2ccccc2C)s1	·	-15.9%	-3.5%	·	15.3%	9.5%	·	-17.2%	·
O=C(NCCC(=O)N1CCC2(CC1)NCCc1[nH]cnc12)c1cccc(C(F)(F)F)c1	·	2.1%	-9.4%	·	-13.2%	-1.8%	·	-32.3%	·
O=C(CSc1ncccn1)N/N=C/c1ccc2c(c1)OCO2	·	-20.8%	-4.9%	·	-32.7%	2.0%	·	-15.3%	·
OCC[C@@H]1C[C@H](O)[C@@H](O)[C@@]2(CCCc3ccccc3O2)O1	·	8.4%	-12.0%	·	14.8%	-1.5%	·	-23.9%[20 µM]	·
CC(C)c1ccc(C(=O)OCC(=O)NC2CCCC2)cc1	·	13.3%	-1.5%	·	0.2%	-3.4%	·	-15.3%	·
Cc1nnsc1C(=O)N1CCC(C(=O)c2ccccc2)CC1	·	21.7%	-11.0%	·	2.3%	1.1%	·	2.5%	·
Nc1ncnc(N2CCOCC2)c1N	1.1	3.3%	-3.2%	-5.0%	-27.0%	1.0%	19.8%	-3.4%	32.9%
COc1ccc(NC(=O)CN(C)S(=O)(=O)c2cnc[nH]2)cc1	·	6.8%	-5.9%	·	-3.0%	4.1%	·	-29.5%	·
O=[N+]([O-])c1ccc(N2CCN(S(=O)(=O)c3ccccc3)CC2)cc1NCC1CCCO1 (stereo not given)	1	9.8%	-13.9%	-0.3%	-32.9%	-5.9%	-4.7%	-19.3%	-20.3%
Cc1c(-c2nnnn2-c2ccc(F)cc2)cnc2cc3c(cc12)OCO3	1.1	7.1%	1.0%	-6.0%	-1.3%	4.2%	4.9%	-16.1%	6.6%
O=C(O)c1cccc(N/N=C/c2cn(-c3ccccc3)nc2-c2cccs2)c1	1.1	-83.6%	7.0%	-8.9%	-68.7%	-3.0%	-44.3%	7.0%	-31.4%
COc1cccc(C2c3[nH]c4ccccc4c3CCN2Cc2cnn(C)c2)c1 (stereo not given)	·	18.0%	-2.0%	·	-1.0%	0.1%	·	11.7%	·
Cc1cccc(Cn2c(N3CCN(CCO)CC3)nc3c2c(=O)[nH]c(=O)n3C)c1	·	6.6%	-6.5%	·	-26.6%	-1.3%	·	1.7%	·
O=C(O)c1ccc(CNCc2cccc(Cl)c2Cl)cc1	1.1	-11.8%	-6.8%	-2.9%	-2.3%	-3.7%	10.4%	-5.6%	0.1%
O=C(CN1CCN(Cc2ccccc2)CC1)N/N=C/C=C/c1ccccc1[N+](=O)[O-]	1.2	-5.6%	2.9%	-2.4%	-29.2%	1.7%	10.6%	-25.3%	2.6%
O=c1cc(O)c2c(=O)n(-c3ccccc3)c3c(c2o1)CCCCC3	1.1	-20.9%	-1.1%	-18.3%	-2.0%	14.8%	4.9%	-8.8%	11.0%
COc1ccc(C(CNC(=O)c2ccc(S(=O)(=O)N3CCCC3)cc2)N2CCOCC2)cc1 (stereo not given)	·	-25.6%	0.5%	·	-4.4%	2.9%	·	1.1%	·
CC(C)NCCCCOc1ccc(Br)cc1Cl	1	-0.1%	-7.4%	-7.4%	-18.7%	5.1%	-0.2%	-40.7%	-5.9%
O=C(NCC1CC1)Nc1ccc(Cl)cc1	·	-3.3%	-11.2%	·	2.4%	-2.3%	·	-4.4%	·
O=C(CN1CCOCC1)Nc1ccc([N+](=O)[O-])cc1Br	1.1	-0.1%	-3.0%	-2.9%	-23.0%	-4.3%	4.9%	13.0%	-2.5%
Cc1nc(SCCO)c([N+](=O)[O-])[nH]1	·	4.5%	-5.8%	·	1.4%	-1.5%	·	16.1%	·
O=C(Nc1cc(-c2ccccc2)[nH]n1)c1ccccc1F	·	-89.3%	0.6%	·	-12.5%	1.4%	·	-16.9%	·
C(=N\Nc1ncnc2sc3c(c12)CCC3)/c1cccs1	1.1	0.4%	-3.7%	-4.9%	45.4%	5.5%	-2.6%	21.0%	-5.4%
COc1ccc(-c2cc(C(=O)N3CCCC3)c3ccccc3n2)cc1OC	·	-13.8%	-8.0%	·	-47.3%	18.0%	·	-15.3%	·
CCc1cc2c(NCc3ccco3)ncnc2s1	1.1	34.1%	-6.1%	2.2%	·	0.8%	3.3%	-14.2%	2.1%
CCOc1cccc(C(=O)Nc2ccccc2C(=O)N2CCN(C)CC2)c1	·	3.8%	-7.3%	·	-21.0%	-1.6%	·	-7.8%	·
O=C(C1CCN(c2ncnc3c2nc2n3CCCCC2)CC1)N1CCN(c2ccccc2F)CC1	·	26.8%	-9.2%	·	16.9%	2.9%	·	2.7%	·
O=C(Nc1ccc(Cl)cc1)N1CCC(c2nc(-c3ccc(F)cc3)no2)CC1	1	-13.6%	2.6%	-5.8%	-6.3%	-0.2%	19.2%	1.0%	19.0%
CCOc1ccc2nc(NCCNS(=O)(=O)c3ccccc3)c(C#N)cc2c1	1.2	-2.5%	-7.5%	-5.7%	12.9%	3.1%	-0.5%	14.4%	33.9%
Cc1cccc(C)c1NC(=S)N(Cc1ccco1)C1CCN(C(C)C)CC1	1	-19.7%	-3.6%	-5.4%	3.2%	-2.5%	6.9%	26.4%	-2.7%
Cc1cc(C)c(C)c(S(=O)(=O)N2CCN(C(=O)CCc3nc4ccccc4c(=O)[nH]3)CC2)c1C	·	0.5%	-3.6%	·	-30.4%	6.2%	·	-15.6%	·
CS(=O)(=O)N(CC(=O)NC1CCCC1)c1ccc(Oc2ccccc2)cc1	1.1	9.7%	-4.3%	-4.2%	-16.8%	1.9%	6.6%	-45.9%	-3.5%

A stretch taken from the entries so far, for reference:
SMILES	TNAP activators	HEK293 NOD2/NF-kB	LYP inhibition	XIAP displacement	NOD1 NF-kB reporter	KOR beta-arrestin-1	PMI inhibitors	KOR beta-arrestin-2	PMI inhibition
O=C(Nc1ccc(Cl)cc1)N1CCC(c2nc(-c3ccc(F)cc3)no2)CC1	1	-13.6%	2.6%	-5.8%	-6.3%	-0.2%	19.2%	1.0%	19.0%
CCOc1ccc2nc(NCCNS(=O)(=O)c3ccccc3)c(C#N)cc2c1	1.2	-2.5%	-7.5%	-5.7%	12.9%	3.1%	-0.5%	14.4%	33.9%
Cc1cccc(C)c1NC(=S)N(Cc1ccco1)C1CCN(C(C)C)CC1	1	-19.7%	-3.6%	-5.4%	3.2%	-2.5%	6.9%	26.4%	-2.7%

Grouped by structure: the compounds so far containing bromine.
SMILES	TNAP activators	HEK293 NOD2/NF-kB	LYP inhibition	XIAP displacement	NOD1 NF-kB reporter	KOR beta-arrestin-1	PMI inhibitors	KOR beta-arrestin-2	PMI inhibition
CC(C)NCCCCOc1ccc(Br)cc1Cl	1	-0.1%	-7.4%	-7.4%	-18.7%	5.1%	-0.2%	-40.7%	-5.9%
O=C(CN1CCOCC1)Nc1ccc([N+](=O)[O-])cc1Br	1.1	-0.1%	-3.0%	-2.9%	-23.0%	-4.3%	4.9%	13.0%	-2.5%

(next part)
SMILES	TNAP activators	HEK293 NOD2/NF-kB	LYP inhibition	XIAP displacement	NOD1 NF-kB reporter	KOR beta-arrestin-1	PMI inhibitors	KOR beta-arrestin-2	PMI inhibition
CCN1C(=O)OC2(CCCCC2)C1(C)O (stereo not given)	1.1	-2.0%	-1.8%	-5.7%	-19.7%	-2.5%	5.1%	-2.1%	3.7%
COc1ccc(CN2CCNC(=O)C2CC(=O)NCCN2CCCCC2=O)c(F)c1 (stereo not given)	·	-4.9%	-1.7%	·	-37.9%	6.1%	·	-22.8%	·
Cc1onc(-c2c(Cl)cccc2Cl)c1C(=O)n1nnc2ccccc21	1.1	7.8%	-3.1%	-9.9%	-7.7%	2.2%	-5.9%	-45.6%	-6.2%
Cc1ccc2c3c([nH]c2c1)C(=O)CC(C)(C)S3	1.1	-10.5%	-6.7%	-3.1%	-4.7%	·	6.1%	-18.3%[20 µM]	4.9%
COc1ccccc1N(C)S(=O)(=O)c1ccc(Cl)c(C(=O)NNC(=O)c2ccccc2O)c1	·	-22.0%	2.7%	·	-22.7%	-2.1%	·	-7.2%	·
O=S(=O)(c1ccc(F)c(F)c1F)N1CCN(C(=S)Nc2ccccc2)CC1	1.2	18.6%	0.2%	-0.3%	-29.1%	1.7%	1.7%	-3.6%	0.2%
Cc1csc(NC(=O)/C=C/c2ccc3c(c2)OCO3)n1	1.1	-89.9%	2.4%	-1.4%	-52.4%	-0.7%	-4.2%	·	7.7%
CCOC(=O)NC1C=CS(=O)(=O)C1 (stereo not given)	1	4.1%	-6.1%	-4.7%	-30.9%	2.5%	-11.5%	4.7%	-12.9%

Screening results (PubChem BioAssay)

An excerpt; rates above refer to the full screens.
